S100A4 inh HTS – S100A4-myosin IIA interaction inhibition. S100A4/TAMRA-MyoIIA peptide fluorescence polarization. inhibition, % at 10.7 µM. 0.14% of 360,000 active;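 active = mean inhibition of at least 70% across replicates, with every replicate also reaching that level; inconclusive = mean inhibition reaches 70% but some replicates fall short; inactive = mean inhibition below 70%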
Target sequence (P26447 whole entry, looked up): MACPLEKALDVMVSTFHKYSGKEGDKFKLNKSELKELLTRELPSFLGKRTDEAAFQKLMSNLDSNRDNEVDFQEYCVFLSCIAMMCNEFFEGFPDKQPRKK
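Compound dosing: one dose per compound; test system: human S100A4 monomer with TAMRA-labelled myosin IIA peptide; probe or stimulus: TAMRA-labelled myosin IIA heavy-chain peptide probe, 5 nM; medium: HEPES buffer with Ca2+, pH 7.2; schedule: 5 min incubation before reading; benchmarks: neutral control DMSO, positive control TFP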
SIRT5 inh – inhibitors of human sirtuin-5 desuccinylase; inhibition, % at 15 µM; AID 652115; Q9NXA8; 1.1% of 330,000 active; Purified SirT5, succinyl-peptide AMC, trypsin-coupled fluorescence; in the data active = inhibition above about 15%; inconclusive = no clear call, values can overlap the other calls
Target sequence (Q9NXA8 whole entry, looked up): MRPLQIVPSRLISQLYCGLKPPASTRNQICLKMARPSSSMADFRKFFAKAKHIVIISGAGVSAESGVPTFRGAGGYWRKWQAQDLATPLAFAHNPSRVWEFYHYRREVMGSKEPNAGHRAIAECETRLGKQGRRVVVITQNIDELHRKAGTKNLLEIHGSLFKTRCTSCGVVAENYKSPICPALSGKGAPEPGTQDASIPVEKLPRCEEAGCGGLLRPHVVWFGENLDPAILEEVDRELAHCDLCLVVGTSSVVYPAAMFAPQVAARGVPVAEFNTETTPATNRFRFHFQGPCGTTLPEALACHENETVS
LGR2 inh – Drosophila LGR2 receptor signaling inhibition; HEK293 LGR2, CRE-luciferase, bursicon-stimulated, 4 h; inhibition, % at 9.99 µM; 0.35% of 380,000 active; AID 720647;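 active = drop in luminescence signal, shown as inhibition above about 50% in the replicate tests, limit read from the data, passing the limit was not always enough; inconclusive = probably only some replicates passing the limit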;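 also: agonist challenge used bursicon conditioned medium at about half maximal strength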
esBAF inh – blocks esBAF chromatin remodeling in mouse ES cells; AID 602393; reporter increase, % at 12.5 µM; Bmi1-luciferase knock-in reporter, 24 h; 100% = twice the neutral-well signal; 2% of 350,000 active; in the data active = activation above about 40%; inconclusive = no clear call, values can overlap the other calls;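 also: 0% = median of the plate's neutral control wells and 100% = double that signal; a rise in the Bmi1 reporter signal indicates esBAF inhibition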
FN deposition inh – fibronectin deposition inhibition; AH1F fibroblasts, Alexa488-fibronectin deposition fluorescence, overnight; inhibition, % at 12.6 µM; 0.086% of 350,000 active; AID 743247;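 active = mean inhibition across replicates of 30% or more, regardless of how many single replicates reach that level; inconclusive = mean under 30% yet at least half of replicates reach 30%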;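 also: positive control wells lacked labelled fibronectin entirely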
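Material: AH1F fibroblast monolayer depositing Alexa488-labelled fibronectin into matrix / Amount: 10000 AH1F cells per well / Signal: fluorescence 485/525 nm / Medium: DMEM, 2% serum / Compound: single dose, pinned / Incubation: 1 h cell adhesion before compound, then overnight fibronectin incubation / Reagent: Alexa488-FN, 24 nM final / Read-out: inhibition of fibronectin deposition signal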
Statin myotox sup – protects C2C12 myotubes from simvastatin toxicity | AID 602340 | ATP luminescence, 48 h; scaled: DMSO 0, geranylgeraniol control 100 | 0.78% of 330,000 active | rescue of ATP level, % at 7.49 µM;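 active = mean ATP rescue above about 67%, or every replicate alone reaching that limit, limit read from the data, passing the limit was not always enough; inconclusive = no clear call, values can overlap the other calls; inactive = mean under the limit and some replicate under it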;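 also: myotubes were challenged with 10 µM simvastatin during compound exposure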
Casp6 inh – inhibitors of human caspase-6; purified caspase-6, Z-VEID-R110 cleavage fluorescence; 0.53% of 350,000 active; AID 686996; inhibition, % at 12.5 µM; P55212;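 active = mean inhibition across replicates at least about 35%, with every replicate also reaching that limit, limit read from the data; inconclusive = only one of the two criteria met; inactive = neither criterion met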;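 also: 0% = median of neutral control wells and 100% = no fluorescence left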
Target sequence (P55212 24-179 limits assumed): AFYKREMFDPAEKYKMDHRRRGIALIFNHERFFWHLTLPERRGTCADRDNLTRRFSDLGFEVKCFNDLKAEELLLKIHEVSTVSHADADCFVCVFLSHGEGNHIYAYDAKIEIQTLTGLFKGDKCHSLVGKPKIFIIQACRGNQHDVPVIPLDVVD
Target sequence (P55212 194-293 limits assumed): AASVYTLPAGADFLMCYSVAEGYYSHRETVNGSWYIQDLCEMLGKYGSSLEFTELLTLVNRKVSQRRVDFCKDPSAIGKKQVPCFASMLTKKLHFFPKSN
Numbers without * were called inactive; ? = inconclusive; . = no result given. These rows are one share of the data; rates above refer to the full screens.

| cpd | smiles | S100A4 inh HTS | SIRT5 inh | LGR2 inh | esBAF inh | FN deposition inh | Statin myotox sup | Casp6 inh |
| --- | --- | --- | --- | --- | --- | --- | --- | --- |
| 1 | O=C(NN1CCOCC1)c1sc2cccc(F)c2c1Cl | -3 | 9 | 9 | 2 | 3 | -1 | 6 |
| 2 | COCCNC(=O)c1[nH]c(C(F)(F)F)nc1-c1ccccc1 | 0 | 2 | -2 | -5 | -4 | 8 | 1 |
| 3 | O=C(CSc1cc(Cl)ccc1Cl)NC1CCCc2ccccc21 (configuration not stated) | -2 | -1 | 4 | . | -17 | . | 0 |
| 4 | O=S(=O)(NC1=NCCCCC1)c1ccccc1Cl | 4 | -2 | 1 | 2 | -1 | 0 | 3 |
| 5 | COCc1cn(CC[C@@H]2CC[C@H](NC(=O)c3ccccc3)[C@H](CO)O2)nn1 | -9 | -3 | 10 | -2 | . | -2 | -3 |
| 6 | CC1=CN2C(=NC(=O)CC2(C)C(=O)N(CC(=O)NC2CCCC2)Cc2ccccc2)C=C1 (configuration not stated) | 3 | -21 | 23 | -1 | 0 | -1 | 2 |
| 7 | C=CCN(c1ccccc1C(=O)O)S(=O)(=O)c1ccc(C)cc1 | 0 | -1 | . | . | 6 | . | 2 |
| 8 | C[C@H](CO)N1C[C@H](C)[C@H](CN(C)S(=O)(=O)c2cccs2)Oc2c(NS(=O)(=O)c3cn(C)cn3)cccc2C1=O | -10 | -1 | 8 | -4 | 3 | 28 | 1 |
| 9 | CCn1c(CC(=O)Nc2ccccc2)nnc1SCC(=O)Nc1ccccc1C(=O)OC | . | . | . | 5 | -3 | 7 | . |
| 10 | OCCOc1ccc(CN2CCN(CCCc3ccccc3)C(CCO)C2)cc1 (configuration not stated) | 6 | 0 | -12 | -2 | 2 | 9 | -2 |
| 11 | COCCN(Cc1ccc(C)cc1)C(=O)[C@H]1O[C@@H](n2ccc(N)nc2=O)[C@H](O)[C@@H]1O | 5 | -2 | 4 | 4 | 16 | -4 | 3 |
| 12 | Cc1csc(=O)n1CCC(=O)OC(C)C(=O)Nc1ccc(N2CCOCC2)cc1 (configuration not stated) | 0 | 2 | 1 | -5 | 7 | 2 | 1 |
| 13 | Cc1noc(C)c1NC(=O)Nc1ccc2c(c1)C(=O)N([C@@H](C)CO)C[C@@H](C)[C@@H](CN(C)C(=O)Nc1ccc(C(F)(F)F)cc1)O2 | -4 | 4 | 12 | -5 | . | -30 | -1 |
| 14 | COc1ccc(CC(=O)NC(C)CCc2ccccc2)cc1 (configuration not stated) | 5 | . | -25 | . | 3 | . | -2 |
| 15 | C[C@@H]1CN([C@H](C)CO)C(=O)c2cc(/C=C/c3ccccc3)cnc2O[C@H]1CN(C)C(=O)c1ccccc1 | -8 | -13 | 6 | 6 | 6 | 14 | 1 |
| 16 | CCC(=O)N1C[C@H](O)COC[C@@H]2O[C@H](CC(=O)NCC3CCCCC3)CC[C@H]21 | -7 | -1 | 0 | -6 | -11 | -16 | 4 |
| 17 | COc1ccc(CC(=O)NCc2ccccc2)cc1OC | -1 | 0 | 2 | 10 | -4 | 2 | 2 |
| 18 | O=C(NCc1ccco1)/C(=C/c1ccccc1F)NC(=O)c1ccccc1 | 13 | -3 | 11 | 1 | -14 | 2 | 0 |
| 19 | Cc1cc(Nc2ccccc2)n2nc(C)c(-c3ccccc3)c2n1 | -2 | -5 | -24 | ? | 13 | -27 | -1 |
| 20 | COc1ccc(-c2csc(NC(C)c3nc4cc(Cl)c(Cl)cc4n3CCCO)n2)cc1 (configuration not stated) | 1 | . | -3 | 16 | -1 | 4 | -1 |

Random excerpt: 6 entries already listed
| cpd | smiles | S100A4 inh HTS | SIRT5 inh | LGR2 inh | esBAF inh | FN deposition inh | Statin myotox sup | Casp6 inh |
| --- | --- | --- | --- | --- | --- | --- | --- | --- |
| 20 | COc1ccc(-c2csc(NC(C)c3nc4cc(Cl)c(Cl)cc4n3CCCO)n2)cc1 (configuration not stated) | 1 | . | -3 | 16 | -1 | 4 | -1 |
| 16 | CCC(=O)N1C[C@H](O)COC[C@@H]2O[C@H](CC(=O)NCC3CCCCC3)CC[C@H]21 | -7 | -1 | 0 | -6 | -11 | -16 | 4 |
| 14 | COc1ccc(CC(=O)NC(C)CCc2ccccc2)cc1 (configuration not stated) | 5 | . | -25 | . | 3 | . | -2 |
| 18 | O=C(NCc1ccco1)/C(=C/c1ccccc1F)NC(=O)c1ccccc1 | 13 | -3 | 11 | 1 | -14 | 2 | 0 |
| 19 | Cc1cc(Nc2ccccc2)n2nc(C)c(-c3ccccc3)c2n1 | -2 | -5 | -24 | ? | 13 | -27 | -1 |
| 15 | C[C@@H]1CN([C@H](C)CO)C(=O)c2cc(/C=C/c3ccccc3)cnc2O[C@H]1CN(C)C(=O)c1ccccc1 | -8 | -13 | 6 | 6 | 6 | 14 | 1 |

(list continues)
Screens by letter – A = S100A4 inh HTS; B = SIRT5 inh; C = LGR2 inh; D = esBAF inh; E = FN deposition inh; F = Statin myotox sup; G = Casp6 inh
21. O=C(NCCC1=CCCCC1)C1CC(=O)N(C2CCCCCC2)C1 (configuration not stated)
  A: 1 | B: -2 | C: 10 | D: -5 | E: . | F: -20 | G: -3

22. CCN(C(=O)c1ccc(Br)o1)C1CCS(=O)(=O)C1 (configuration not stated)
  A: -2 | B: -8 | C: -19 | D: 1 | E: 4 | F: -4 | G: -4

23. O=C(CN(c1ccccc1)S(=O)(=O)c1ccc(Cl)cc1)Nc1cccnc1
  A: -2 | B: -1 | C: 3 | D: -3 | E: -3 | F: 9 | G: 2

24. COc1cc(NC(=O)COC(=O)CNS(=O)(=O)c2ccc(F)c(F)c2F)cc(OC)c1
  A: 0 | B: -2 | C: -16 | D: . | E: . | F: . | G: 1

25. CO[C@@]1(NC(=O)CSCC#N)C(=O)N2C(C(=O)O)=C(CSc3nnnn3C)CS[C@@H]21
  A: -5 | B: 1 | C: 5 | D: -1 | E: -6 | F: 9 | G: .

26. CN(C)c1nc(-c2ccccc2)c2cc(Cl)ccc2n1
  A: -4 | B: 12 | C: 3 | D: 3 | E: 4 | F: -6 | G: 4

27. COc1ccc(CCNC(=O)CC(=O)N/N=C\c2ccc(OCC(N)=O)cc2)cc1OC
  A: -2 | B: 1 | C: -10 | D: 2 | E: 3 | F: 5 | G: 3

28. CCN(CC)C(=O)Cn1cc(C(=O)C(=O)NCCCn2ccnc2)c2ccccc21
  A: -1 | B: 6 | C: 1 | D: . | E: 2 | F: . | G: 0

29. NS(=O)(=O)c1ccc(NC(=S)N2CCN(Cc3ccc(Cl)c(Cl)c3)CC2)cc1
  A: -6 | B: -6 | C: 7 | D: . | E: 0 | F: . | G: 2

30. CO[C@H]1CN(C)C(=O)c2ccc(NS(C)(=O)=O)cc2OC[C@H](C)N(C(=O)C2CCCC2)C[C@H]1C
  A: -15 | B: -3 | C: -1 | D: -3 | E: -7 | F: -8 | G: 2

31. Cc1cc(=O)[nH]c(N2CCN(Cc3ccccc3)CC2)n1
  A: . | B: . | C: 10 | D: 4 | E: -7 | F: 16 | G: .

32. COC(=O)CCC(=O)OC1(C)C(=O)C=C2C=C(C3CC3)N(c3cccc(C#N)c3)C=C2C1=O (configuration not stated)
  A: -3 | B: 2 | C: 9 | D: -5 | E: -16 | F: 2 | G: 10
